RORgamma inh: blocks mouse ROR gamma transcriptional activity; P51450; Drosophila S2 Gal4-RORgamma UAS-luciferase reporter, 20 h; Potency, µM (top dose mostly 53.6 µM), inactives show at the top dose activity change, negative = inhibition, usual class: inhibitors; hit rate 5.4% among 310,000; AID 2551; further: on the % scale 0 is the no-effect control and ±100 the full control effect; nearly all actives have a fitted effect of over 60% in size
Target sequence (P51450 whole entry, looked up, the tested form may be a part): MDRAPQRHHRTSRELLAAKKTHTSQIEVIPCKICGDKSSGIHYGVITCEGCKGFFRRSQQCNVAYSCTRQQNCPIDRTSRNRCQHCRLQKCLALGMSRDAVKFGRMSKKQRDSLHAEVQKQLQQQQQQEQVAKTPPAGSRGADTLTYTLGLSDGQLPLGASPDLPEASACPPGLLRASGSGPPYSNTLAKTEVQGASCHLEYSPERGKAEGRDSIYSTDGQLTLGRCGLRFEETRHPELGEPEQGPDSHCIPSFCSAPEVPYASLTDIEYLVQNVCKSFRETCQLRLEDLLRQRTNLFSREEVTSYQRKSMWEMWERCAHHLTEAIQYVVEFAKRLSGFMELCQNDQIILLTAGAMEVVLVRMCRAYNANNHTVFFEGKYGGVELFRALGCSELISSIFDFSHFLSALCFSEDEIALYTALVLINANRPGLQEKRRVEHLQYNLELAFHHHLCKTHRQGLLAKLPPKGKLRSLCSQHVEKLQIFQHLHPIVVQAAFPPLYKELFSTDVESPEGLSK
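Compounds are pin-transferred onto Drosophila Schneider cells expressing a copper-inducible Gal4–ROR gamma transactivation domain fusion. After 1 hr, copper sulfate is added to 700 uM final; luciferase is read 20 hr later.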
CXXC DNA block: inhibitors of human MLL CXXC domain-DNA interaction; hit rate 0.037% among 290,000; Q03164; MLL-CXXC / FITC-HOXA9 DNA fluorescence polarization; Potency, µM (highest dose often 115 µM), for the others: at the highest dose activity change, negative = inhibition, hits mostly inhibitors; active means well fitted inhibition curve with a large enough effect in the polarisation, with a control signal flat, not every such curve was filed as active; inconclusive means small, poorly fitted or top-dose-only effect, or effect the other way, or a change in a side signal; inactive means no such curve, though single readings can be large or run the other way; the % refers to the polarisation
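Fluorescence polarization: 7 uM MLL-CXXC (stock) preincubated 5 min with compounds, then 50 nM fluorescein-HOX-A9 DNA (stock) added; 30 min ambient. Buffer 50 mM Tris-HCl pH 7.5, 50 mM NaCl, 1 mM DTT, 0.05% BSA.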
ELG1 genotoxic: inducers of genotoxicity in HEK293T ELG1-luciferase cells. hit rate 1.3% among 330,000. Potency, µM (series often up to 46 µM), without a hit: at the top dose activity change, positive = activation, usual class: activators. AID 504466. HEK293T ELG1-luciferase reporter, luminescence, 16 h; further: % of control where 0% means no effect; nearly all actives have a fitted effect of over 60% in size
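Genotoxicity was scored as increased ELG1-luciferase reporter signal, measured by ONE-Glo luminescence (30 min, room temperature). Compound or vehicle exposure of the HEK293T reporter cells lasted 16 hr at 37°C.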
MBNL1 CUG block: MBNL1-poly(CUG) RNA binding inhibition | Potency, µM (top dose mostly 57.5 µM), for the others: top-dose activity change, negative = inhibition, hits mostly inhibitors | Q9NR56 | TR-FRET MBNL1-His/biotin-(CUG)12 binding, 665/545 ratio | hit rate 0.036% among 280,000 | AID 2675; active means well fitted inhibition curve with a large enough effect in the signal ratio, with a control signal flat, not every such curve was filed as active; inconclusive means small, poorly fitted or top-dose-only effect, or effect the other way, or a change in a side signal; inactive means no such curve, though single readings can be large or run the other way; the % refers to the signal ratio; further: on the % scale 0 is the no-effect control and ±100 the full control effect
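His-tagged MBNL1 binding to biotinylated (CUG)12 RNA was measured by TR-FRET using terbium anti-His antibody (0.055 ng/ul final) and streptavidin-XL665 (5 nM final). Compounds were titrated 92 nM to 58 uM; 60 min at room temperature.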
p53 reactivator: re-activators of mutant p53. AID 504706. hit rate 0.063% among 320,000. Potency, µM (series often up to 92.2 µM), without a hit: at the top dose activity change, positive = activation, hits mostly activators. H1299 p53-A138V BP100-luciferase reporter, luminescence, 24 h; further: % of control where 0% means no effect; nearly all actives have a fitted effect of over 45% in size
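p53-null H1299 cells stably carrying temperature-sensitive p53-A138V and a BP100-luciferase reporter were pinned with compounds (4-point, 1:5 series) and held 24 hrs at 37 deg C. Luminescence was read 10 min after detection reagent.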
FLuc modulator: inhibits or activates purified firefly luciferase, miR-21 counter-screen; purified FLuc, Km substrates, luminescence inhibition; Potency, µM (series often up to 57.5 µM), for inactives: at the top dose activity change, negative = inhibition, usual class: inhibitors; hit rate 6.9% among 360,000;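 further: plate controls were vehicle for no effect and reference inhibitor for full effect; nearly all actives have a fitted effect of over 55% in size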
Target sequence (P08659 whole entry, looked up): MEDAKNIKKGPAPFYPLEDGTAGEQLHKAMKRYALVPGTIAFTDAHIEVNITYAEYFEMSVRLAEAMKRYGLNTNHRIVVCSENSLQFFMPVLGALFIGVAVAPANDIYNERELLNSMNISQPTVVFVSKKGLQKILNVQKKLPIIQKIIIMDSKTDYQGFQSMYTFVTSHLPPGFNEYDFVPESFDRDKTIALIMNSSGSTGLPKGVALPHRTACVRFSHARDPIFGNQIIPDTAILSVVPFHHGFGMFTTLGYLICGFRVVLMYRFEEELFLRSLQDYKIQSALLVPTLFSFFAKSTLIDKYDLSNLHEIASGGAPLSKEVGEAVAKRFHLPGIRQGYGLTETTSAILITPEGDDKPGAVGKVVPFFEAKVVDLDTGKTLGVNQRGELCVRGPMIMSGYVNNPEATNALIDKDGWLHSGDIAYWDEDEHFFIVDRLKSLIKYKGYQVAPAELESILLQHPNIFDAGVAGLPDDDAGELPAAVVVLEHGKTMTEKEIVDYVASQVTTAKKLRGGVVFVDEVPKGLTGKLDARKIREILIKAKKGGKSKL
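Purified P. pyralis luciferase, 10 nM final, with Km-level 10 uM D-luciferin and 10 uM ATP in 50 mM Tris acetate pH 7.5, 10 mM Mg acetate, 0.01% Tween-20, 0.05% BSA; 6-point qHTS titration about 60 µM downward; luminescence read.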
NPC1 promoter act: activators of NPC1 promoter | Huh7 NPC1 promoter luciferase reporter, 24 h | Potency, µM (titrated, usually from 9.22 µM), for inactives: at the top dose activation, actives largely listed as activators | hit rate 2.4% among 320,000;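 further: % of control where 0% means no effect; nearly all actives have a fitted effect of over 60% in size; reporter is driven by a mutant NPC1 promoter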
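Huh7 reporter cells (NPC1 promoter driving luciferase) are dosed with compound for 24 h at 37 °C, 5% CO2; luciferase detection reagent is then added and luminescence measured after 10 min at ambient temperature.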
Rab9 promoter act: activates the Rab9 promoter; Huh7 Rab9 promoter-luciferase reporter, luminescence, 24 h; Potency, µM (series often up to 9.22 µM), without a hit: top-dose activation, negative = inhibition, usual class: activators; hit rate 2.8% among 320,000; AID 485297; further: % of control where 0% means no effect; nearly all actives have a fitted effect of over 60% in size
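Luciferase signal after 10 min detection reagent at ambient indicates Rab9 promoter upregulation; stably transfected Huh7 cells were treated 24 h with compound in DMSO at 37 °C, 5% CO2.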
uPA generation: cell surface uPA generation inhibition; cell surface uPA generation assay, qHTS; Potency, µM (titrated, usually from 38.3 µM), for the others: top-dose activity change, negative = inhibition, actives largely listed as inhibitors; hit rate 0.31% among 330,000; active means well fitted inhibition curve with a large enough effect; inconclusive means small, poorly fitted or top-dose-only effect; inactive means no such curve, though single readings can be large or run the other way; tested in mouse RAW 264.7 cells; further: on the % scale 0 is the no-effect control and ±100 the full control effect; nearly all actives have a fitted effect of over 55% in size
BRCA1 expr up: increases BRCA1 expression; hit rate 1.1% among 380,000; MCF7-BRCA1-FFLuc reporter, luminescence, 48 h; response scale: scaled: vehicle 0%, 10 µM genistein 100%; AID 624202; Potency, µM (highest dose often 46.1 µM), inactives show at the top dose activation, hits mostly activators; further: nearly all actives have a fitted effect of over 80% in size; some results filed as inactive show a strong effect at the top dose
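MCF7 cells carrying a BRCA1-firefly luciferase reporter (2000 cells/well, phenol-red free MEM) were attached for 2 h at 37 °C, then given compounds for 48 h. Luminescence was read 15 min after luciferase reagent; activity normalized to genistein (10 microM) and DMSO.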
Gal4-VP16 FLuc: counter-screen for ROR gamma inhibitors: Gal4-VP16 reporter; Drosophila S2 Gal4-VP16 UAS-luciferase, luminescence, 20 h; Potency, µM (series often up to 53.6 µM), inactives show top-dose activity, negative = inhibition, hits mostly inhibitors; hit rate 3.5% among 310,000; AID 2546;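 further: Gal4-VP16 expression switched on by copper sulfate through the metallothionein promoter; on the % scale 0 is the no-effect control and ±100 the full control effect; nearly all actives have a fitted effect of over 50% in size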
* = called active by the depositor; ? = inconclusive; · = not tested or not shown; [ ] = remark or other dose. Unless noted, the call rests on the fitted dose curve; in most records, active means well fitted curve in the direction sought with a large enough effect; inconclusive means small, poorly fitted or top-dose-only effect, or another doubt; inactive means no such curve, though single readings can be large; an effect the other way counts as inactive or inconclusive. Potency means the concentration at half of the fitted maximal effect. An excerpt; the hit share may differ from the screen's.

SMILES | RORgamma inh | CXXC DNA block | ELG1 genotoxic | MBNL1 CUG block | p53 reactivator | FLuc modulator | NPC1 promoter act | Rab9 promoter act | uPA generation | BRCA1 expr up | Gal4-VP16 FLuc
CCN(CC)Cc1c[nH]c2ccccc12 | -9% | 3% | 6% | 9% | 8% | -18% | 8% | 7% | 0% | -47% | -10%
CC1(C)N2CC3([N+](=O)[O-])CN1CC([N+](=O)[O-])(C2)C3 | 15% | 0% | -2% | -5% | 2% | 1% | -4% | -2% | 4% | -1% | 1%
CC1CCC(NCCc2ccc3c(c2)OCO3)CC1 (configuration not stated) | -6% | 1% | 1% | 5% | -4% | -1% | 1% | 0% | -6% | 6% | -4%
CCOc1cc2c(cc1OCC)-n1cccc1C(c1ccc(OC)cc1)NC2 (configuration not stated) | 22% | -4% | -1% | -4% | -3% | 0% | -9% | -2% | -6% | -10% | 0%
COc1ccc(-c2nn(CCC#N)cc2C(=O)Nc2ccccc2Br)cc1[N+](=O)[O-] | -17% | -10% | 1% | ? | -5% | 5% | 4% | -4% | -5% | -3% | 1%
CC(=O)N1CCc2c(sc(NC(=O)C3CC3)c2-c2nc3ccccc3s2)C1 | -1% | -6% | -39%[inhibitor] | ? | -31%[inhibitor] | 0% | -4% | -8% | ? | -52% | -6%
N/C(=N/[N+](=O)[O-])N1CCN(C(=O)Oc2ccc([N+](=O)[O-])cc2)CC1 | 9% | -3% | 0% | ? | 0% | -1% | 1% | -10% | 1% | 8% | 1%
Cc1cc(C)c(S(=O)(=O)NCC2CCC(C(=O)N3CCC4(CC3)OCCO4)CC2)c(C)c1 (configuration not stated) | -2% | -7% | 0% | -8% | -3% | -1% | 0% | -2% | 3% | -5% | -6%
COC(=O)N1C(c2ccccc2)C1c1ccccc1 (configuration not stated) | 19% | -11% | 4% | -12% | 3% | -1% | 1% | -2% | 1% | 9% | 10%
CCS(=O)(=O)N1CCC(C(=O)N2CCC3(CC2)OCCO3)CC1 | -12% | 6% | -1% | -4% | -6% | 4% | 2% | -4% | 10% | 1% | 0%
Cc1cc(=O)oc2c(C)c(OCC(=O)N3C[C@H]4C[C@@H](C3)c3cccc(=O)n3C4)ccc12 | -13% | -6% | -2% | 1% | 5% | 1% | 0% | 3% | 1% | 5% | 0%
CC(C)(C)c1cc(OC(=O)Cc2ccccc2)ccc1O | 3%[1.91 µM] | 6% | -4% | 1% | · | -11% | 0% | -2% | -28% | -28% | ?
CCCOC(=O)c1ccc(-[n+]2c(-c3ccccc3)cc(-c3ccccc3)cc2-c2ccccc2)cc1 | · | · | -1% | · | -4% | -2% | -33%[inhibitor] | -29% | ? | -52% | ·
O=C(C1CCCO1)N1CCC2(CC1)OCCO2 (configuration not stated) | -5% | 3% | 4% | -1% | 3% | 9% | -6% | -8% | -9% | 1% | 12%
C=CCN1C(=O)/C(=C/c2ccc(N3CCOCC3)o2)C(=O)NC1=S | -5% | ? | ? | ? | ? | -8% | 0% | 7% | 1% | · | ?
O=C(CCS(=O)(=O)Cc1ccccc1)Nc1nc2c(s1)CCCC2 | ? | 3% | ? | 0% | -13% | 5% | 1% | 2% | ? | -69% | 3%
CCn1c(O)c(N=Nc2cccc(S(=O)(=O)N3CCOCC3)c2)c(=O)n(CC)c1=S | 20% | -7% | -5% | 5% | 6% | -1% | 0% | -1% | 5% | 16% | 0%
O=c1[nH]c(=O)n(CCc2ccc(F)cc2)c(O)c1/C=N/N1CCCCC1 | -5% | -4% | ? | -9% | -1% | 3% | 17% | 0% | 10% | 5% | 2%
N=c1n(CCO)c2ccccc2n1Cc1ccccc1 | -7% | 1% | -3% | 2% | -2% | 2% | 14% | 2% | -4% | -17% | -9%
CCCCNC(=O)CN1C(=O)CN=C(c2ccccc2)c2ccccc21 | -15% | 14% | 3% | -6% | -1% | 0% | 2% | 0% | -18% | -17% | -1%

Some of these compounds in order of formula weight, highest first.
SMILES | RORgamma inh | CXXC DNA block | ELG1 genotoxic | MBNL1 CUG block | p53 reactivator | FLuc modulator | NPC1 promoter act | Rab9 promoter act | uPA generation | BRCA1 expr up | Gal4-VP16 FLuc
Cc1cc(=O)oc2c(C)c(OCC(=O)N3C[C@H]4C[C@@H](C3)c3cccc(=O)n3C4)ccc12 | -13% | -6% | -2% | 1% | 5% | 1% | 0% | 3% | 1% | 5% | 0%
C=CCN1C(=O)/C(=C/c2ccc(N3CCOCC3)o2)C(=O)NC1=S | -5% | ? | ? | ? | ? | -8% | 0% | 7% | 1% | · | ?
CC(C)(C)c1cc(OC(=O)Cc2ccccc2)ccc1O | 3%[1.91 µM] | 6% | -4% | 1% | · | -11% | 0% | -2% | -28% | -28% | ?
COC(=O)N1C(c2ccccc2)C1c1ccccc1 (configuration not stated) | 19% | -11% | 4% | -12% | 3% | -1% | 1% | -2% | 1% | 9% | 10%
O=C(C1CCCO1)N1CCC2(CC1)OCCO2 (configuration not stated) | -5% | 3% | 4% | -1% | 3% | 9% | -6% | -8% | -9% | 1% | 12%

(continued)
SMILES | RORgamma inh | CXXC DNA block | ELG1 genotoxic | MBNL1 CUG block | p53 reactivator | FLuc modulator | NPC1 promoter act | Rab9 promoter act | uPA generation | BRCA1 expr up | Gal4-VP16 FLuc
Cc1nn(Cc2ccc(Cl)c(Cl)c2)c(C)c1NC(=O)c1cc(CC(C)C)on1 | ? | -4% | ? | -5% | -3% | 1% | -5% | -3% | ? | -80% | ?
CCC(C)n1c(O)c(/C=N/N2CCOCC2)c(=O)[nH]c1=S (configuration not stated) | -35% | -2% | 1% | -8% | -11% | -1% | 1% | 1% | -12% | -1% | 1%
O=C(c1ccccc1F)c1cn(CC(=O)N2CCOCC2)c2ccccc12 | 4% | 2% | 2% | -5% | -1% | 5% | 10% | 2% | 0% | -25% | 8%
O=C1C2CCCN2C(c2ccc(Cl)cc2)N1c1ccccn1 (configuration not stated) | -5% | 1% | -8% | -11% | ? | -1% | -2% | -1% | 3% | 42% | 0%
O=C1NC(=O)C(=Cc2cc3c(cc2[N+](=O)[O-])OCO3)C(=O)N1 | 12% | 11% | 0% | ? | 5% | -23% | 0% | 1% | -9% | -26% | -11%
CC(=O)c1cn(CC(=O)NCCc2c[nH]c3ccccc23)c2ccccc12 | -24% | -1% | -7% | -7% | -1% | -5% | -15% | -12% | -9% | -13% | ?
O=P(O)(O)c1ccccc1OCCOCCOCCOCCOc1ccccc1P(=O)(O)O | 20% | 2% | -6% | -19% | ? | ? | 4µM* | 3.5µM* | 5% | 100% | 4%
CCn1c(O)c(C=NCc2cccs2)c(=O)[nH]c1=O | 36% | 4% | 15% | -9% | 1% | 1% | -2% | 2% | -5% | · | 20%
CCc1nc2ccccc2c(=O)n1-c1cccc(OC)c1 | 19% | -1% | · | -5% | · | 0% | · | · | 4% | 4% | -12%
COC1=CC2C3Cc4ccc(OC)c(O)c4C2(CCN3C)CC1=O (configuration not stated) | · | · | -1% | · | -11% | 0% | -1% | 3% | -20% | 3% | ·
Cn1c(O)c(/C=C2\C=Nc3ccccc32)c(=O)n(C)c1=O | -10% | 5% | 0% | 2% | · | -5% | -3% | 3% | 6% | -32% | 5%
CCC(C)NC(=O)c1c(N)n(Cc2ccc3c(c2)OCO3)c2nc3ccccc3nc12 (configuration not stated) | ? | -13% | -13% | 10% | -23% | -3% | 0% | 5% | 3% | · | -23%
COc1ccc(C2(C#N)CC[N+](C)(C)CC2)cc1 | -4% | 0% | 1% | -6% | 0% | 1% | 2% | -4% | 3% | 0% | 2%
COc1ccc(C(O)c2cc(OC)ccc2OP(=O)(N(C)C)N(C)C)cc1 (configuration not stated) | -3% | 12% | 0% | 0% | -7% | 5% | 0% | 2% | 2% | -12% | -1%
COc1ccc(Cn2c(N)c(C(=O)NCc3ccco3)c3nc4ccccc4nc32)cc1 | ? | -1% | 0% | 10% | -4% | 2% | -1% | 6% | 1% | -58% | -9%
CCCCOc1ccc(CN2CCN(CC)CC2)cc1 | 9% | -7% | 16% | -9% | 16% | -14% | 9% | 14% | -3% | 65% | 28%
CC(C)OC(=O)c1cc(C(=O)c2cc(Cl)ccc2O)coc1=N | 45% | 21% | -1% | -1% | -1% | ? | -4% | -1% | 1% | -17% | 2%[10 µM]
